# CXXC DNA block: blocks binding of human MLL CXXC domain to DNA | Q03164 | MLL-CXXC / FITC-HOXA9 DNA fluorescence polarization | Potency, µM (series often up to 115 µM), for inactives: at the highest dose activity change, negative = inhibition, hits mostly inhibitors | hit rate 0.037% among 290,000 | AID 2662; active means well fitted inhibition curve with a large enough effect in the polarisation, with a control signal flat, not every such curve was filed as active; inconclusive means small, poorly fitted or top-dose-only effect, or effect the other way, or a change in a side signal; inactive means no such curve, though single readings can be large or run the other way; the % refers to the polarisation; further: potency means the concentration at half of the fitted maximal effect
#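 Fluorescence polarization: 7 uM MLL-CXXC (stock) preincubated 5 min with compounds, then 50 nM fluorescein-HOX-A9 DNA (stock) added; 30 min ambient. Buffer 50 mM Tris-HCl pH 7.5, 50 mM NaCl, 1 mM DTT, 0.05% BSA.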
# BCR signal inh: inhibitors of chronic active B-cell receptor signaling; ABC-DLBCL IkBa-CBG/CBR reporter, luminescence ratio, 4 h; Potency, µM (series often up to 46.1 µM), for inactives: at the highest dose ratio change, negative = lower green/red ratio, most hits filed as inhibitors; hit rate 0.05% among 340,000; AID 493014; active means well fitted inhibition curve with a large enough effect in the signal ratio, with a control signal flat, not every such curve was filed as active; inconclusive means small, poorly fitted or top-dose-only effect, or effect the other way, or a change in a side signal; the % refers to the signal ratio;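 further: potency means the concentration at half of the fitted maximal effect; plate controls were basal doxycycline-induced cells for no effect and cells given 10 µM MG132 for full effect; MG132 reads +100%, hits lower the ratio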
#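 Concentration-response series (up to 46 uM) were applied to TMD8 dual-reporter cells for 4 h at 37C with doxycycline. Green/red ratio, after filter-overlap correction, defined %Activity; red signal alone was normalised to basal cells and zero luminescence.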
# KCNH2 WT inh: KCNH2 (human, wildtype) channel inhibition; Q12809; U2OS, BacMam KCNH2, thallium flux FluxOr; active compounds read low; activity change, % at 1.84 µM; hit rate 0.37% among 340,000;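 active means maximum activity change below -70%; inconclusive means maximum activity change between -70% and -50%; inactive means maximum activity change above -50%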; further: on the % scale 0 is the no-effect control and ±100 the full control effect
#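 U2OS cells transduced with wild-type KCNH2 virus are loaded with FluxOr dye for 45 min, and thallium flux is measured in kinetic reads before and after stimulation buffer. Rate constants are normalized to DMSO controls.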
# Giardia kill: kills Giardia lamblia. activity change, % at 7.66 µM, hits read low. hit rate 0.15% among 340,000. Giardia lamblia trophozoite viability; in the data active means activity change below about -80%; inconclusive means between about -30% and that limit;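 further: parasites exposed to compound for two days anaerobically before the ATP read; on the % scale 0 is the no-effect control and ±100 the full control effect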
#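 Trophozoite viability was measured as ATP-dependent luminescence, read 15-30 min after reagent addition. Before that, parasites at 100 cells/well were exposed to compounds for 48 h, anaerobically, at 37 deg C.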
# Coupling enz: inhibits coupling enzyme system, counter-screen for aldolase hits. coupling enzyme system counterscreen, AmpLite Red fluorescence. hit rate 0.67% among 290,000. activity change, negative = inhibition, % at 58.2 µM, hits read low; in the data active means activity change below about -30%; further: on the % scale 0 is the no-effect control and ±100 the full control effect
#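 Counterscreen of the coupled detection system alone, without aldolase: glyceraldehyde-3-phosphate coupling enzymes plus AmpLite Red readout. Compounds at 57.5 uM final, 10 min RT preincubation, 20 min RT reaction, fluorescence 525/598 nm.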
# TCR act: activators of T cell receptors; Potency, µM (highest dose often 9.22 µM), without a hit: top-dose activation of IL-2 secretion, most hits filed as activators; primary human leukocytes, anti-CD3, IL-2 HTRF, 48 h; 330,000 tested, under 10 active; AID 504894; further: % of control where 0% means no effect
#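 Using a-CD3 beads without co-stimulation, primary human leukocytes were exposed to compounds for 48 hr. An HTRF IL-2 kit measured the cytokine, with europium-to-d2 energy transfer producing emission at 665nm upon 320nm excitation.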
# AT treatment: candidate therapy for ataxia-telangiectasia; […] A-T fibroblasts, KAP-1 phosphorylation AlphaLISA; neocarzinostatin DNA damage 30 min before lysis; Potency, µM (highest dose often 57.5 µM), for inactives: at the top dose activation, usual class: activators; hit rate 0.19% among 320,000; AID 485349; further: potency means the concentration at half of the fitted maximal effect; % of control where 0% means no effect; nearly all actives have a fitted effect of over 45% in size
#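 hTERT-immortalized A-T patient fibroblasts ([…]), 500 cells/well in OPTI-MEM, 1% FBS, got compounds for 60 min, then NCS for 30 min at 37C. Lysates were then assayed for phospho-KAP-1 by AlphaLISA (anti-pKAP1 donor, anti-KAP1 acceptor beads), 6 hr at 25C.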
# Tb PFK inh: inhibitors of T. brucei phosphofructokinase | O15648 | T. brucei PFK, ADP-Glo luminescence | Potency, µM (series often up to 57.5 µM), for inactives: at the top dose activity, negative = inhibition, hits mostly inhibitors | hit rate 0.17% among 330,000 | AID 485367;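 further: potency means the concentration at half of the fitted maximal effect; 0% = uninhibited 1x PFK enzyme wells and -100% = no-enzyme wells; nearly all actives have a fitted effect of over 60% in size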
#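 In TEA buffer at pH 8.0 with 5 mM MgCl2, enzyme (1.25 nM) converted F6P (0.5 mM) and ATP (0.1 mM) for 45 min at room temperature. ADP product was read by luciferase luminescence.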
# TSHR antagonist: blocks TSH signaling through the human TSH receptor; P16473; TSHR-expressing cells, TSH-stimulated cAMP HTRF, 2 h; active compounds read low; activity change, negative = inhibition, % at 11.5 µM; hit rate 0.2% among 330,000; AID 504810;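 active means activity change below a set negative limit, meaning inhibition stronger than a set level, cut at about -70% in these data; inconclusive means activity change between two set negative limits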; further: on the % scale 0 is the no-effect control and ±100 the full control effect
#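 Competitive HTRF cAMP read-out (cryptate anti-cAMP antibody, cAMP-d2; 30 min, room temperature) in freshly harvested TSHR cells. Compounds added before TSH at EC80 (4nM final), followed by 2 hours' incubation at 37 deg C.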
# GALK inhibitor: blocks human galactokinase activity | P51570 | Purified GALK, Kinase-Glo residual ATP luminescence | Potency, µM (highest dose often 57.5 µM), for inactives: at the top dose activity change, negative = inhibition, most hits filed as inhibitors | hit rate 0.007% among 270,000 | AID 1868; further: potency means the concentration at half of the fitted maximal effect; on the % scale 0 is the no-effect control and ±100 the full control effect
#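 Quantitative HTS: GALK 5 nM, ATP 35 uM, galactose 100 uM, 1 h room temperature, then luciferase-based ATP detection.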
# * hit, by the source's call; ? = inconclusive; / = no result given; & = joins results of further samples; [ ] = another dose, or the depositor's remark. Unless noted, the call rests on the fitted dose curve; in most records, active means well fitted curve in the direction sought with a large enough effect; inconclusive means small, poorly fitted or top-dose-only effect, or another doubt; inactive means no such curve, though single readings can be large; an effect the other way counts as inactive or inconclusive.
SMILES,CXXC DNA block,BCR signal inh,KCNH2 WT inh,Giardia kill,Coupling enz,TCR act,AT treatment,Tb PFK inh,TSHR antagonist,GALK inhibitor
COc1ccc(OCC(=O)N2CCN(C(=O)Cc3ccccc3)CC2)cc1,1.3%,-1.1%,-17.4,0.8,0.4,-5.7%,8.7%,7.7%,4.8,1.9%
CC1(c2nnc(-c3ccccc3)o2)CC(c2ccc(F)cc2)=NO1 (configuration not stated),0.5%,-0.5%,-1.5,14.8,0.3,-7.0%,-19.4%,-4.0%,3.5,4.5%
CCN1CC(CN(C)Cc2nc(-c3cccs3)no2)CC1=O (configuration not stated),-3.0%,?,8.0,12.6,1.4,-1.1%,2.4%,2.8%,12.3,3.1%
O=[N+]([O-])c1ccc(OCC2CC(c3ccccc3)=NO2)cc1 (configuration not stated),-0.7%,?,-18.6,-1.6,2.5,11.9%,-7.7%,-3.8%,-8.7,1.1%
COc1ccc(CN=Cc2c(O)[nH]c3ccccc23)cc1,-3.6%,?,-1.2,13.9,-0.1,0.2%,-0.6%,-0.7%,-6.5,0.6%
CCCCCOC(=O)c1ccc(N2C(=O)C3C4C=CC(C4)C3C2=O)cc1 (configuration not stated),0.1%,?,-16.8,10.3,-1.0,0.8%,0.2%,-0.3%,-16.4,-0.7%
Cc1cc(N2CCCCCC2)n2nc(C)c(-c3ccccc3)c2n1,4.9%,-0.1%,1.0,18.3,1.9,4.5%,3.9%,4.3%,-4.4,/
COc1cccc(NC(=O)N2C3CCCC2CC(NC(=O)C2CC2)C3)c1 (configuration not stated),47.5%[activator],0.6%,3.4,8.3,-3.1,2.0%,6.0%,-0.3%,2.4,2.2%
CCCOc1ccc(CCc2n[nH]c(=S)n2-c2ccccc2)cc1,-27.6%,0.4%,-3.5,-1.6,2.2,6.3%,4.8%,-4.2%,6.2,6.9%
O=C1CSC(c2cccc(Cl)c2Cl)N1c1ccccn1 (configuration not stated),2.5%,?,0.4,-10.4,2.0,1.0%,0.4%,-0.3%,-4.7,-0.1%
NS(=O)(=O)c1ccc(CCNC(=O)C2CCN(c3ncnc4c3nc3n4CCCCC3)CC2)cc1,9.3%,0.9%,5.3,-1.4,-2.8,-9.4%,0.5%,0.3%,12.2,8.9%
CN1/C(=C\C(=S)NC(=O)c2ccc([N+](=O)[O-])cc2)C(C)(C)c2ccccc21,-22.9%,8.5%,-7.8,-5.0,0.6,-1.1%[46.1 µM],3.9%,3.6%,-8.6,0.0%
Cc1ccc(N=C2SCCCN2C(=O)C2=COCCO2)cc1Cl,/,-2.1%,-4.9,-11.8,/,5.6%,5.3%,14.2%,5.4,/
O=C(NCc1ccco1)c1cnn2c(C(F)F)cc(-c3ccccc3)nc12,3.8%,-4.6%,-3.8,0.1,0.2,-5.6%,7.7%,-5.3%,-10.3,-1.3%
CNC(=S)N(CCc1ccc(S(N)(=O)=O)cc1)C1CC(=O)N(c2ccccc2F)C1=O (configuration not stated),?,-11.2%,-2.1,22.0,0.2,-2.7%,5.0%,-1.0%,-2.8,7.1%
O=c1ccnc(NCCc2ccccc2)[nH]1,9.2%,4.4%,1.0,3.1,-0.6,-4.1%,/,9.53µM*,35.6,0.5%
COc1ccc(C(=O)c2ccc(N3CCN(C4CC(=O)NC4=O)CC3)cc2)cc1F (configuration not stated),0.6%,-9.0%,-4.6,21.4,-3.9,-25.8%,-7.5%,-3.1%,1.2,-3.0%
CCOC(=O)C1=C(O)C(=O)N(Cc2ccccc2)CC1,3.5%,-9.6%,-4.4,-2.0,-5.0,0.6%,5.3%,-4.6%,2.6,7.2%
O=C(CCC1CCCN(Cc2ccc3c(c2)OCCO3)C1)NCc1ccccc1F (configuration not stated),5.7%,-6.1%,3.7,6.8,-1.1,-0.4%,-12.3%,-2.1%,-5.0,3.6%
COCCN1C=C(C(=O)OC)C(c2ccc(Cl)cc2)C(C(=O)OC)=C1,8.5%,?,4.4,-1.5,-16.4,-2.9%,27.7%,3.2%,4.3,-0.1%
Cn1c(C(=O)O)c(CC(=O)Nc2ccc(F)cc2F)c2ccccc21,-0.4%,9.7%,5.2,-9.1,12.2,0.4%,11.3%,-4.0%,4.0,1.6%
FC(c1nc2ccccc2[nH]1)C(F)(F)F (configuration not stated),-3.1%,10.8%,2.7,-9.1,0.3,-1.6%,2.4%,-10.8%,0.8,0.2%
O=C1c2ccccc2-c2onc3ccc(NCCCn4ccnc4)c1c23,?,?,-3.5,2.2,-16.9,2.8%,1.5%,-4.6%,-11.8,0.5%
O=C1CCN(S(=O)(=O)c2ccccc2)N1,0.2%,-7.2%,-2.4,-6.0,2.5,4.3%,2.3%,1.1%,-10.4,-2.6%
Cc1c(N=N/C(C(=O)Nc2ccccc2)=C(/O)c2ccccc2)c(=O)n(-c2ccccc2)n1C,19.4%,?,-7.0,3.3,1.2,5.4%,-19.2%,-6.2%,1.3,6.5%
Cc1ccc(-c2cc3nc(C)cc(NCc4ccco4)n3n2)cc1,0.5%,?,-3.6,-20.1,-6.2,/,11.8%,2.4%,-17.3,2.7%
COc1cc(/C=N/NC(=O)c2ccccn2)ccc1OC(=O)c1ccc(Br)cc1,-3.3%,-0.3%,2.8,-8.4,0.0,-24.6%,-0.7%,0.7%,-0.6,0.9%
Cc1ccccc1NC(=S)N(Cc1ccco1)C(C)c1cccs1 (configuration not stated),3.9%,15.6%,-5.6,8.5,1.8,-2.1%,5.4%,3.2%,-2.2,-2.0%
Cc1cc(C)c[n+](CC(=O)c2ccccc2)c1,29.6%,0.2%,5.6,-3.9,1.0,1.7%,-2.2%,-0.2%,7.2,-2.3%
CC(/C=C1\SC(=O)N(CC(=O)Nc2ccc(O)cc2)C1=O)=C\c1ccccc1,20.1%,?,-10.3,12.7,0.9,-2.6%[46.1 µM],-5.1%,0.6%,19.9,-0.8%
COCCNC(=S)N1CCN(C(=O)C(=O)Nc2ccc(C(=O)OC)cc2)CC1,0.1%,?,2.9,-7.8,1.5,-2.6%[46.1 µM],4.2%,-12.4%,16.4,0.9%
CCOc1ccc(NC(=O)C(C)Sc2nnc(C)n2C)cc1 (configuration not stated),-2.8%,0.9%,1.4,1.8,-0.7,0.3%,15.1%,6.5%,4.6,-2.4%
O=C(COC(=O)CSc1ccc([N+](=O)[O-])cc1)NC1CCCCCCC1,/,-16.2%,10.1,7.2,/,-0.7%,4.9%,-9.5%,1.8,/
COc1cccc(/C=C2\SC(=S)N(C(C)C(=O)NC3C=CS(=O)(=O)C3)C2=O)c1 (configuration not stated),-20.5%,?,3.5,?,-0.9,-2.6%,-4.7%,8.8%,-7.1,-0.8%
COC(=O)c1cccc(C23CC4(C2)[C@H](CN(C)[C@@H]4c2ccccc2)C3c2ccc(C(F)(F)F)cc2)c1 (some centres not stated),12.5%,0.0%,-10.7,-5.6,-0.7&-1.3,-4.3%,100.0%,-14.4%,34.8,-2.4%
O=C(NCC1CCN(Cc2ccccc2F)CC1)Nc1cccc(Br)c1,5.3%,-6.6%,4.1,-10.4,2.3,5.2%,-11.4%,-3.3%,6.6,/
O=C(CSc1nnc(NC(=O)c2ccco2)s1)NC1CCCC1,19.2%,-1.6%,-14.4,-6.6,7.5,7.0%,12.2%,0.0%,-8.3,-0.6%
CCOc1ccc(NC(=O)CN(C)C(=O)c2ccccc2OCCOc2ccccc2)cc1OCC,/,-11.6%,-5.1,-24.6,/,2.0%,1.3%,-0.6%,16.0,/
Cc1cc(C)c2cc(C(=O)N3CCC(Cc4ccccc4)CC3)[nH]c2c1,-0.6%,-1.3%,3.5,7.3,-2.3,-2.3%,5.3%,1.2%,-3.9,0.4%
[O-]/[N+](=C/c1ccccc1)c1ccccc1,/,0.7%,0.7,14.4,/,-1.0%,1.6%,-7.9%,16.8,/
CC(=O)Nc1ccc(NC(C)=O)c(NC2OCC(O)C(O)C2O)c1 (configuration not stated),-6.2%,-5.2%,-7.2,-11.7,2.2,-5.0%,-4.0%,-0.7%,-2.7,5.9%
Cc1nc(NNC(=O)c2ccc([N+](=O)[O-])cc2)cc(-c2ccccc2)n1,8.8%,15.7%,-4.3,8.3,0.1,-1.6%,4.8%,-13.2%,-11.6,-0.5%
Cc1onc(-c2ccccc2)c1C(=O)OCC(=O)NC(=O)c1ccccc1,/,-2.5%,-1.4,-13.3,/,-5.9%,4.0%,-0.3%,0.1,/

# Screening results as filed in PubChem.
